Screening data (PubChem BioAssay)
D3 antag: qHTS of D3 Dopamine Receptor Antagonist: qHTS | D3R cells, DiscoveRx beta-arrestin luminescence, antagonist mode; active compounds read low | max response, negative = inhibition, % | 2.5% of 360,000 active | AID 652054, 2013; in the data active = max response below about -50%; inconclusive = no clear call, values can overlap the other calls; note: % is set by controls: 0 for no effect and ±100 for the full control effect; mostly tested at two doses, the higher about 12 µM
Target sequence (P35462 whole entry, looked up): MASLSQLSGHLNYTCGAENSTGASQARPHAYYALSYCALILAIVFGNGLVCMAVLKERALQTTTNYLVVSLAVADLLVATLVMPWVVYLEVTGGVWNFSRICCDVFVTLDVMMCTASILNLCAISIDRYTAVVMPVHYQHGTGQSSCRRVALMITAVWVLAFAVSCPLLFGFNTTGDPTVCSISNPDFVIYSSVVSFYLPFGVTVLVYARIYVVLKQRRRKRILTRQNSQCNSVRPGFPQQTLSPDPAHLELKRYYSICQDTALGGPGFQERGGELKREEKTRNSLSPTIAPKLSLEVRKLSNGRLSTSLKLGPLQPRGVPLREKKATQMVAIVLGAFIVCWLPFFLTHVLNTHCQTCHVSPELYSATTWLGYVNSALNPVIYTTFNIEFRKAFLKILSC
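Cells plated overnight at 1500 cells/well, then exposed to library compounds with dopamine controls for 90 minutes at 37 degrees C. DiscoveRx reagent added for 30–60 minutes at room temperature; luminescence read, quantitative HTS format.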
KB-3-1 tox: qHTS assay for MDR1-selective chemotherapeutics: Primary screen using the parental adenocarcinoma cell KB-3-1. 1.4% of 400,000 active. KB-3-1 viability, CellTiter-Glo ATP luminescence, 72 h. AID 1347075, 2019. Potency, µM (series often up to 46.1 µM), without a hit: top-dose activity change, negative = cytotoxic, hits mostly cytotoxic; note: potency is the fitted concentration of half-maximal effect; % is set by controls: 0 for no effect and ±100 for the full control effect; nearly all actives have a fitted effect of over 60% in size
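Parental KB-3-1 viability, qHTS format: 72 h compound exposure, 37 °C; CellTiter-Glo; media-only wells and DMSO plates as controls; concentration-effect fits on corrected data.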
D3 ag: qHTS of D3 Dopamine Receptor Agonist: qHTS; D(3) dopamine receptor (Homo sapiens), P35462; D3R DiscoveRx beta-arrestin cells, luminescence, 90 min; max activation, %; 0.58% of 410,000 active; in the data active = max activation above about 30%; note: 0% is about no effect; mostly tested at two doses, the higher about 12 µM
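Agonist mode: compounds and dopamine controls were applied to plated cells for 90 min at 37 degrees C after an overnight attachment at 1500 cells/well. Luminescent read-out followed 30 - 60 minutes at room temperature with DiscoveRx detection reagent.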
KB-V1 MDR tox: qHTS assay for MDR1-selective chemotherapeutics: Primary screen using the drug-selected MDR subline cells KB-V1. KB-V1 MDR cells viability, CellTiter-Glo, 72 h. Potency, µM (top dose mostly 46.1 µM), for the others: at the highest dose activity change, negative = cytotoxicity, hits mostly cytotoxic. 3.4% of 400,000 active. AID 1347076, 2019; note: potency is the fitted concentration of half-maximal effect; % is set by controls: 0 for no effect and ±100 for the full control effect; nearly all actives have a fitted effect of over 60% in size
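Potencies derive from concentration-effect curves fitted to normalized luminescence (CellTiter-Glo) of KB-V1 cells treated for 72 h at 37 degrees C in phenol-red-free DMEM containing 10% FBS.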
HT1080NT lethal: qHTS for induction of synthetic lethality in tumor cells producing 2HG: qHTS for the HT-1080-NT fibrosarcoma cell line. HT-1080-NT fibrosarcoma viability, CellTiter-Glo ATP luminescence, 48 h. Potency, µM (doses to about 46.1 µM), for the others: at the highest dose activity, negative = less viability, actives largely listed as cytotoxic. 1.6% of 360,000 active;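 note: NT is the 2HG producing partner of a matched IDH1 knockdown line; potency is the fitted concentration of half-maximal effect; 0% = DMSO-treated cells and -100% = media-only wells without cells; nearly all actives have a fitted effect of over 55% in size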
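HT-1080-NT fibrosarcoma cells (2HG-overproducing), 750 cells/well in RPMI with 5% FBS, dosed after 2 h and incubated 48 h at 37C. CellTiter-Glo luminescence normalized to DMSO and no-cell wells; concentration-response curves fitted and classed.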
HT1080 IDH1KD tx: qHTS for induction of synthetic lethality in tumor cells producing 2HG: qHTS for the HT-1080-IDH1KD cell line; AID 686971, 2013; 2% of 360,000 active; Potency, µM (highest dose often 46.1 µM), for the others: top-dose activity, negative = toxicity, hits mostly cytotoxic; HT-1080 IDH1 knockdown viability, ATP luminescence, 48 h;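 note: potency is the fitted concentration of half-maximal effect; 0% = DMSO wells and -100% = cell-free medium wells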
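Luminescent ATP read-out (CellTiter-Glo, 10 min at room temperature) after 48 h compound exposure at 37 °C gave viability of IDH1-knockdown HT-1080 cells. Activity was normalised to DMSO and cell-free wells, then fitted as concentration-response curves.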
IL-1B inflam inh: qHTS for Inhibitors of Inflammasome Signaling: IL-1-beta AlphaLISA Primary Screen | THP-1 LPS/ATP IL-1B secretion, AlphaLISA, 16 h; active compounds read low | activity change, % at 57.5 µM | 4.7% of 360,000 active; in the data active = activity change below about -50%; inconclusive = mostly about -30% to -49%; note: % is set by controls: 0 for no effect and ±100 for the full control effect
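THP-1 cells pretreated 1 hr with compounds (up to 57.5 uM final), then stimulated with LPS (250 ng/mL final) plus ATP (1.25 mM final); secreted IL-1B measured by AlphaLISA after 16 hr, decreased signal indicating inhibition.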
GLP-1R agonist: qHTS of GLP-1 Receptor Agonists | Glucagon-like peptide 1 receptor (Homo sapiens), P43220 | HEK293 GLP-1R CRE-luciferase, luminescence, 4-6 h; cells express a hypersensitive GLP-1R form | Potency, µM (titrated, usually from 45.6 µM), without a hit: at the top dose activation, hits mostly activators | 0.007% of 380,000 active; note: potency is the fitted concentration of half-maximal effect; % of control where 0% means no effect
Target sequence (P43220 whole entry, looked up): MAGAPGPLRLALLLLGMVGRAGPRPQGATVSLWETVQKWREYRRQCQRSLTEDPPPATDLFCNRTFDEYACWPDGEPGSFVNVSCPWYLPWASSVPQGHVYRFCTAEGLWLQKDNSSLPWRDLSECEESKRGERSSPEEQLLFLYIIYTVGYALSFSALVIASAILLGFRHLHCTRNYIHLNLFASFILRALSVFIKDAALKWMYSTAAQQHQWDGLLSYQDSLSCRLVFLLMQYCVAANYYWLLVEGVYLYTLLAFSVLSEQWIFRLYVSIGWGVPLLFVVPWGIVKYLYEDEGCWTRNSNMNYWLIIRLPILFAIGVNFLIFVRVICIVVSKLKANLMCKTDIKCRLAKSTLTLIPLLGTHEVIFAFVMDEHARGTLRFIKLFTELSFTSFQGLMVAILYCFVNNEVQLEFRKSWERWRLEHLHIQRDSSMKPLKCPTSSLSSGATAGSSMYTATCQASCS
SW480 rerep: A quantitative high throughput screen for small molecules that induce DNA re-replication in SW480 colon adenocarcinoma cells; SW480 DNA re-replication, Hoechst DNA content imaging, 48 h; 1.8% of 340,000 active; Potency, µM (highest dose often 46.1 µM), without a hit: at the highest dose re-replication activation, hits mostly activators; note: potency is the fitted concentration of half-maximal effect; % of control where 0% means no effect; nearly all actives have a fitted effect of over 55% in size
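Treated cells incubate 48 hr (37 C, 5% CO2), are stained 40 min with Hoechst, and nuclear fluorescence is enumerated; a rise in nuclei with high DNA signal marks re-replication.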
* hit, by the source's call; ? = inconclusive; . = not tested or not shown; [ ] = another dose, or the depositor's remark. Unless noted, calls come from the whole dose curve; as a rule, active = well fitted curve in the direction sought with a large enough effect; inconclusive = small, poorly fitted or top-dose-only effect, or another doubt; inactive = no such curve, though single readings can be large; an effect the other way counts as inactive or inconclusive.

mol,HT1080NT lethal,SW480 rerep,D3 antag,HT1080 IDH1KD tx,D3 ag,KB-3-1 tox,IL-1B inflam inh,KB-V1 MDR tox,GLP-1R agonist
Nc1ccn([C@@H]2O[C@H](CNC(=O)[C@H]3CCC(=O)N3)[C@@H](O)[C@H]2O)c(=O)n1,6.3%,.,-21.6,6.6%,0.4,11.7%,20.8,?,0.9%
CN(CC(=O)NCCc1ccc(S(N)(=O)=O)cc1)CC(=O)Nc1ccccc1Cl,-0.3%,-3.5%,-24.8,-1.1%,-18.0,-3.0%,-3.7,-2.4%,4.4%
CC(=O)c1c(-c2ccc(C)cc2)nc2c3ccccc3ccn12,-10.3%,4.3%,8.0,-13.6%,1.1,7.0%,41.8,?,7.9%
O=C(OCc1ccccc1F)c1cc([N+](=O)[O-])ccc1N1CCOCC1,0.0%,6.7%,1.2,-3.7%,4.0,11.8%,-20.1,18.4µM*,?
CCCCCCN1C[C@@H](O)[C@H](n2cc(-c3ccc(F)cc3)nn2)C[C@@H]1c1ccccc1,-3.7%,.,0.0,1.2%,-6.9,-15.9%,-15.5,?,-0.5%
COc1ccccc1CNC(=O)C[C@@H]1CC[C@H]2[C@@H](COC[C@H](O)CN2Cc2ccccc2)O1,10.1%,.,3.2,11.3%,5.5,2.0%,-20.7,-17.3%,.
CN1CCC(N(C)C(=O)COc2ccc(S(=O)(=O)N3CCOCC3)cc2)CC1,5.4%,-6.1%,2.1,6.9%,6.1,-0.2%,4.5,?,-2.0%
O=C(CNC(=O)c1ccco1)NCC(c1ccco1)N1CCCCC1 (stereo not drawn),-4.7%[9.24 µM],-29.4%,-5.1,5.8%,1.0,4.1%,17.6,0.0%,8.6%
C/C(CC(=O)Nc1ccccn1)=N\NC(=O)C(=O)Nc1cccc(C)c1,11.9%,-1.4%[9.22 µM],32.2,2.8%,-3.0,12.1%,15.3,12.8%,-21.6%
CCNC(=S)N/N=C(\C)c1cccc([N+](=O)[O-])c1,-28.5%,8.6%,-28.1,-14.1%,-6.8,-0.4%,-8.8,0.2%,12.8%
COc1ccccc1NC(=O)c1ccc([N+](=O)[O-])cc1[N+](=O)[O-],-3.0%,3.5%,12.2,-0.4%,-1.4,-4.7%,43.1,-0.8%,1.7%
O=C(c1ccc([N+](=O)[O-])cc1)N1CCN(c2cccc3[nH]ccc23)CC1,2.6%,-8.3%,-6.5,1.6%,0.1,-1.3%,-7.3,-14.0%,7.8%
CCN(Cc1nc2ccccc2c(=O)[nH]1)C(=O)c1ccc(C)c(NC(=O)c2ccco2)c1,-5.5%,-2.8%,0.7,-10.7%,-0.8,?,-4.8,0.0%,-1.6%
Brc1ccc(Sc2cnc3ccccc3n2)cc1,17.3%,-1.2%,0.0,5.8%,-13.6,7.3%,-11.5,24.5%,12.8%
CCOC(=O)C1CCN(Cc2ccc(OCc3ccccc3)c(OC)c2)CC1,9.1%,1.5%,2.2,5.8%,-8.4,-1.6%,2.0,12.6%,11.0%
CC(NC(=O)C1CCC(=O)N1Cc1ccccc1Cl)c1ccccc1 (stereo not drawn),3.8%,-0.4%,4.3,8.0%,1.4,1.4%,3.3,-0.1%,10.6%
O=C(NC1CCCCC1)c1cc(C(=O)c2ccccc2Br)c[nH]1,6.3%,-60.1%[inhibitor],4.4,1.6%,-5.0,-0.2%,-12.1,-22.6%,-5.4%
Cc1ccc(Nc2c(-c3ccc(C)o3)nc3cccc(C)n23)cc1,-16.0%,.,.,-21.8%,-15.3,-13.1%,.,3.3%,.
COC(=O)CCCn1cc(CN2CC(N3CCN(Cc4ccccc4F)CC3)CS2(=O)=O)nn1 (stereo not drawn),12.6%,.,5.1,?,3.5,0.2%,17.7,?,3.3%
COc1ccc(CCn2c(C)cc3c(c2=O)C(c2ccncc2)C(C#N)=C(N)O3)cc1OC (stereo not drawn),1.8%,-5.5%,32.3,4.3%,5.6,7.5%,-19.9,?,15.6%
O=C(CSc1ccc2nnc(CCNC(=O)c3ccccc3)n2n1)NC1CCCC1,-2.7%,-1.4%,-6.4,1.7%,1.2,.,1.1,.,-9.1%
COC(=O)C1CCN(Cc2cn(-c3ccccc3)nc2-c2ccc3c(c2)OCO3)CC1,-3.1%,-7.8%,-69.0*,-18.0%,-2.3,-0.7%,-0.2,?,-1.2%
CC(=O)Nc1ccc(CN2CCCCCC2)cc1,10.4%,-0.6%,?,-1.5%,-5.7,-0.3%,-15.4,2.8%,-1.9%
COc1ccc(-c2nc(CSCC(=O)NC3CC3)c(C)o2)cc1OC,-1.6%,-0.7%,-5.5,3.9%,-1.1,0.8%,16.0,-5.3%,8.3%
C[C@H](CO)N1C[C@H](C)[C@@H](CN(C)Cc2ccc(-c3ccccc3)cc2)Oc2c(NC(=O)Cc3ccccc3)cccc2C1=O,-8.1%,?,21.6,-18.9%,4.0,0.0%,-23.5,?,-1.3%
O=C1CS/C(=N/N=C/c2ccccc2)N1c1ccc(O)cc1,-21.0%,?,20.8,-5.2%,3.3,19.3%,3.2,?,-9.9%
O=S(=O)(c1ccccc1)N1CCN(Cc2cc3c(cc2Br)OCCO3)CC1,-0.4%,-3.6%,-3.6,10.2%,-11.8,-6.7%,-7.1,?,-5.7%
O=C(CCOc1cccc(Br)c1)NNC(=O)COc1ccc(F)cc1,0.7%,-0.4%,14.1,-11.2%,1.3,4.5%,13.4,26.2%,-1.4%
COc1ccccc1Cc1c(-c2ccc(C#N)cc2)nc2c(Cl)cc(C(F)(F)F)cn12,-9.1%,.,-23.2,-2.9%,-4.5,-20.8%,27.7,-17.8%,-0.6%
CCOc1ccc(N2CC(=O)Nc3ccccc3NCC2=O)cc1,-0.7%,6.1%,-19.7,-1.2%,-9.1,0.0%,24.9,-6.7%,-5.0%

A few values from above.
HT1080 IDH1KD tx result of `COc1ccccc1CNC(=O)C[C@@H]1CC[C@H]2[C@@H](COC[C@H](O)CN2Cc2ccccc2)O1` → 11.3%
GLP-1R agonist result of `O=C(CCOc1cccc(Br)c1)NNC(=O)COc1ccc(F)cc1` → -1.4%

Further compounds follow:
mol,HT1080NT lethal,SW480 rerep,D3 antag,HT1080 IDH1KD tx,D3 ag,KB-3-1 tox,IL-1B inflam inh,KB-V1 MDR tox,GLP-1R agonist
Cc1cccc(N(CC(=O)NCCSCc2ccccc2)S(C)(=O)=O)c1C,-14.7%,21.0%,13.0,-9.3%,1.7,-23.8%,25.3,?,6.8%
Cc1ccc(C)c(N2CCN(C(=O)c3cc(S(=O)(=O)N4CCOCC4)cn3C)CC2)c1,0.2%,-3.3%,8.0,-3.7%,2.0,-8.9%,-22.7,-4.6%,0.7%
Cc1ccnc2nc(C(=O)OCC(=O)c3c[nH]c4ccccc34)nn12,-3.5%,?,-5.0,2.1%,-11.5,-5.0%,6.7,-8.5%,3.9%
CCCOc1ccc(/C=N/n2nnnc2N)cc1OC,4.0%,0.2%,-9.4,0.7%,8.8,5.7%,-3.1,-14.9%,24.5%
COc1cc(C2C(C(C)=O)=C(O)C(=O)N2c2ccc(C)cc2)ccc1O (stereo not drawn),?,-2.1%,-13.4,9.1%,4.7,10.0%,19.0,4.7%,-5.9%
Cc1ccc(C(=O)NCC(=O)NCC(=O)OCC(=O)c2cccs2)cc1,11.9%,0.8%,-29.1,17.9%,5.5,-1.4%,14.3,?,-1.6%
Cc1ccc2nsnc2c1S(=O)(=O)NCc1ccncc1,2.6%,-11.1%[9.22 µM],26.3,0.6%,5.6,-6.4%,19.4,-2.6%,-0.1%
Brc1ccc(-c2cnc(-c3cccs3)o2)cc1,-6.5%,-3.4%,0.1,-2.9%,-2.4,-2.7%,-11.4,-5.8%,17.3%
CN(C)CCNc1nc(-c2ccccc2)c2c(c1C#N)CC(C)(C)OC2,-1.9%,2.2%,7.7,-0.3%,-6.1,-0.7%,-17.8,0.0%,2.3%
CCOc1ccc(NC(=S)N2CCC(c3ccc(C)cc3)C2)cc1 (stereo not drawn),4.9%,28.0%,-13.6,-2.4%,20.8,8.6%,-9.7,1.6%,5.2%
Cc1ccc2nc(N(CCN(C)C)C(=O)/C=C/c3cccs3)sc2c1,-28.5%,?,-24.8,?,-11.2,-1.4%,?,7.9%,-1.1%
CCn1c(/C=C/c2cc[n+](C)cc2)nc2ccccc21,6.3%,?,-15.3,8.1%,-12.3,2.9%,-13.2,?,4.1%
C[C@H](O)[C@@H]1C(=O)N2CCc3ccc(-c4cccc(F)c4)cc3[C@@H]2C[C@@H]1N(C)S(=O)(=O)c1ccccc1,-6.0%,22.5%[9.22 µM],31.0,-22.4%,16.1,?,-51.9*,-22.8%,2.5%
Cc1ccc(C23CC4CC(CC(CC(=O)N5CCOCC5)(C4)C2)C3)cc1,-8.9%,0.5%,-5.9,-16.5%,-1.8,2.2%,0.0,-10.9%,7.1%
Cc1ccc(C)c(C(O)c2ncc(-c3cccc4ccccc34)[nH]2)c1 (stereo not drawn),?,.,-3.5,-14.7%,2.3,0.0%,4.1,3.9%,-4.8%
CCOC(=O)C(=O)Nc1nccs1,-2.8%,-9.3%,-16.0,8.8%,1.1,5.4%,14.9,4.1%,1.5%
